Source: PubChem BioAssay (several laboratories)
KCNQ1 inh = inhibitors of human KCNQ1 channel, primary screen, cell-based, thallium flux, high-throughput; Potassium voltage-gated channel subfamily KQT member 1 (Homo sapiens), P51787; CHO-K1 KCNQ1, FluxOR thallium flux fluorescence; active compounds read high; B-score at 10 µM; 310,000 tested, 1.3% active; AID 2642, 2010;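 active = compounds whose thallium flux B-score, printed positive for inhibition, exceeds three library SD while starting fluorescence stays within three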;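 also: channel opened by potassium depolarization with thallium stimulus after 20 min compound exposure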
Target sequence (P51787 whole entry, looked up): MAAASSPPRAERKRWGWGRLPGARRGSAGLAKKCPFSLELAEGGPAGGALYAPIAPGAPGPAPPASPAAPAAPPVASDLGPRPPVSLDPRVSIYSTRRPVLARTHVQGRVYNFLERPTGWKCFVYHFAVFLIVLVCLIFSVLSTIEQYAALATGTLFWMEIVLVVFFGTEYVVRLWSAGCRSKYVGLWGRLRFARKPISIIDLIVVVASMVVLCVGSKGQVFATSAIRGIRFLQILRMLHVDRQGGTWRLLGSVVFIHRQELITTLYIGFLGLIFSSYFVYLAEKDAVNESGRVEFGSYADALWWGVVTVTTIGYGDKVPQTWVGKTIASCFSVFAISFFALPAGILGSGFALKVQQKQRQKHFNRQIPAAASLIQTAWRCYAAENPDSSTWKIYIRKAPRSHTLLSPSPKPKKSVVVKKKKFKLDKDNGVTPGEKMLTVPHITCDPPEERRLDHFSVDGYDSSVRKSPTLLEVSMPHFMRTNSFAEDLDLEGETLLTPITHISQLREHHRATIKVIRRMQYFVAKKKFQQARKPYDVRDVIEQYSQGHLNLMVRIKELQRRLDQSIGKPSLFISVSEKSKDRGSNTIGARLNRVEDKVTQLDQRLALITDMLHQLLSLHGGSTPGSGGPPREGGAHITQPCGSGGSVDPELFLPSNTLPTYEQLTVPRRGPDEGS
TRPC4 potent = positive allosteric modulators of TRPC4, primary screen, cell-based, mouse TRPC4beta, HEK293 mu-opioid, Fluo-4 calcium; DAMGO EC20, Fluo-4 Ca2+ flux; active compounds read high; B-score at 10 µM; 310,000 tested, 0.42% active; AID 2227, 2009;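 active = B-score of calcium response area above 5 SD of library B-scores, with initial fluorescence ratio within 5 SD of library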;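 also: B-score of integrated fluorescence ratio over time as area under calcium response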
HDAC3 inh = HDAC3 deacetylase inhibitors, primary screen, biochemical, fluorescence, cell-free homogeneous | Histone deacetylase 3 (Homo sapiens), O15379 | recombinant HDAC3, fluorogenic peptide/trypsin coupled | inhibition, % at 8.3 µM | 320,000 tested, 0.15% active | AID 2718, 2010; in the data active = inhibition above about 26%, passing the limit was not always enough; inconclusive = no clear call, values can overlap the other calls
KCNK3 inh = human KCNK3 channel inhibitors, primary screen, CHO cells, FluxOR thallium flux, B-score; B-score at 10 µM; 340,000 tested, 0.84% active; FluxOR fluorescence; active compounds read low; AID 602410, 2012;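 active = B-score under library mean minus 4 SD, starting fluorescence ratio at most library mean plus 5 SD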;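 also: more negative B-score means stronger inhibition of thallium flux through KCNK3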
DYRK1A inh = rat Dyrk1A kinase inhibitors, primary screen, biochemical, single point, plate reader. ADP-Glo luminescence, NFATc1 peptide. inhibition, % at 12.5 µM. Dual specificity tyrosine-phosphorylation-regulated kinase 1A (Rattus norvegicus), Q63470. 310,000 tested, 0.43% active; in the data active = inhibition above about 50%;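 also: plate controls were vehicle with enzyme for no effect and no enzyme for full effect; many of its hits are not listed in these tables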
TRPC4 agonist = activators of mouse TRPC4 channel, primary screen, Fluo4 calcium, HEK293 TRPC4beta/mu-opioid cells; B-score at 10 µM; Short transient receptor potential channel 4 (Mus musculus), Q9QUQ5; Fluo4 calcium fluorescence; active compounds read high; 310,000 tested, 0.49% active;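 active = B-score above 5 SD of library B-scores, and initial fluorescence ratio not above library mean plus 5 SD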;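 also: positive B-score marks a calcium rise read as TRPC4 activation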
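Incubation: 45 min room-temperature Fluo4 loading, 110 s read / System: HEK293 cells stably co-expressing mouse TRPC4beta and mu-opioid receptor / Signal: Fluo4 fluorescence, kinetic / Control set: buffer (low) and maximal DAMGO (high) / Measure: integrated baseline-normalised fluorescence ratio, converted to per-well B score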
ANO1 activ = TMEM16A chloride channel activators or potentiators, primary screen, cell-based, HTS. Anoctamin-1 (Mus musculus), Q8BHY3. HEK293 TMEM16A/YFP-H148Q/I152L, iodide quench fluorescence; active compounds read low. B-score at 10 µM. 340,000 tested, 0.3% active;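 active = fluorescence-ratio B-score plate-corrected deviation score at least 3 library SD below zero, with starting fluorescence score within 5 deviations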;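 also: channel opened by trigger with iodide after compound preincubation; score built on the fluorescence ratio of max minus min over baseline; more negative score means more quench and so TMEM16A activation or potentiation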
KCNK9 block = KCNK9 potassium channel inhibitors, primary screen, HEK293 cells, thallium flux. Potassium channel subfamily K member 9 (Homo sapiens), Q9NPC2. FluxOR thallium flux fluorescence; active compounds read low. AID 488922, 2010. B-score at 10 µM. 310,000 tested, 1.2% active;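 active = ratio B-score over 3 SD below the library mean, with starting fluorescence within 5 SD of its mean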;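 also: negative B-score means less thallium flux so channel inhibition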
Target sequence (Q9NPC2 whole entry, looked up): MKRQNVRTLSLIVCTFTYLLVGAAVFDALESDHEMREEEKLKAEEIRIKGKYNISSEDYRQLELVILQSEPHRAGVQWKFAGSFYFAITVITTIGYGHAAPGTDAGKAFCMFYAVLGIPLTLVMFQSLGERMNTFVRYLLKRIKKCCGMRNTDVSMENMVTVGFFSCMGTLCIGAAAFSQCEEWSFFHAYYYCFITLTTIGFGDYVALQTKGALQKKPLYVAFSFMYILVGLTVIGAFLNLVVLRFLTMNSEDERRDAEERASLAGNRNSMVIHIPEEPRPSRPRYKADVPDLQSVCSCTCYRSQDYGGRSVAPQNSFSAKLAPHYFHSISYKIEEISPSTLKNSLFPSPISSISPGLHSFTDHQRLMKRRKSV
hERG protect = hERG rescue from dofetilide block, primary screen, cell-based, CHO-hERG, FluxOR thallium flux, dofetilide IC70 | dofetilide IC70 present | Voltage-gated inwardly rectifying potassium channel KCNH2 (Homo sapiens), Q12809 | activation (rescue from dofetilide block), less the hit threshold, % at 10 µM | 310,000 tested, 0.51% active;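 active = activation above the mean of controls blocked by dofetilide plus 5 SD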;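 also: thallium influx through hERG after potassium depolarization seen as dye fluorescence rise; in these data hits start at about 4.7%; inactives centre near -7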
KCNQ1 act = potentiators or activators of KCNQ1 channel, primary screen, cell-based, thallium flux, high-throughput; Potassium voltage-gated channel subfamily KQT member 1 (Homo sapiens), P51787; CHO-K1 KCNQ1, thallium flux FluxOR fluorescence; active compounds read high; B-score at 10 µM; 310,000 tested, 0.35% active; AID 2648, 2010;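 active = fluorescence ratio B-score, a plate-corrected score, at least three library SD, with initial intensity B-score within 5 SD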
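assay system = KCNQ1-transfected CHO-K1 cells | medium = assay buffer with matched DMSO | probe or stimulus = depolarizing K+/Tl+ stimulus, K2SO4 and Tl2SO4 each 12.5 mM in 5x stock | dosing = single dose | incubation = dye 90 min, compound 20 min, room temperature | detection = kinetic FluxOR fluorescence, 10 s baseline plus 110 s post-stimulus | evaluation = ratio B score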
TMEM16A inh = TMEM16A chloride channel inhibitors, primary screen, cell-based, HTS; AID 588511, 2011; Anoctamin-1 (Mus musculus), Q8BHY3; 310,000 tested, 1.2% active; HEK293 TMEM16A/YFP iodide influx fluorescence, ionomycin; normalized B-score (activity score, 25-100; higher = stronger inhibition) at 10 µM;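 active = ratio plate-corrected score three or more library SD toward inhibition, starting fluorescence score within five deviations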;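 also: score derived from kinetic fluorescence span divided by baseline fluorescence per well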
An asterisk follows results filed as active; i = inactive; ? = inconclusive; · = not tested or not shown. An excerpt. The share of hits here may be higher or lower than overall.

SMILES	KCNQ1 inh	TRPC4 potent	HDAC3 inh	KCNK3 inh	DYRK1A inh	TRPC4 agonist	ANO1 activ	KCNK9 block	hERG protect	KCNQ1 act	TMEM16A inh
N#CNC(=Nc1cccc(F)c1)SCc1cccc(F)c1	i	i	-1	i	0	i	i	i	-1	i	i
Oc1ccc(Br)cc1-c1nc2cnccn2c1NC1CCCC1	i	i	-5	-8.8*	15	i	i	i	-21	i	i
COC(=O)c1ccc(OCC(O)CN2CCN(CC(O)COc3ccc(C(=O)OC)cc3)CC2)cc1 (stereo not drawn)	i	i	0	i	-7	i	i	i	-6	i	i
O=C(COc1ccc(S(=O)(=O)N2CCCC2)cc1)Nc1ccc(F)cc1	i	i	0	i	4	i	i	i	-8	i	i
COC(=O)c1[nH]nc2c1C(=O)N(C1CCCCC1)C2=O	i	i	-4	i	-5	i	i	i	-12	i	i
COc1cc(C(=O)Oc2cccc(C=O)c2)cc(OC)c1OC	i	i	0	i	-10	i	i	i	-9	i	i
CC1CC(C)CN(CCCNC(=O)COc2cc(=O)n(C)c3ccccc23)C1 (stereo not drawn)	i	10*	2	i	-4	85*	i	i	-15	i	i
COc1ccc(/C=N/N=C2/NC(=O)C(c3ccccc3)S2)c(OC)c1 (stereo not drawn)	i	i	-3	i	-10	i	i	i	3	i	i
O=C(NCC1CCN(Cc2ccccc2F)CC1)Nc1ccccc1F	i	i	-3	i	6	i	·	i	-10	i	i
CC(C)c1ccc(OCC(=O)NC2CC(C)(C)NC(C)(C)C2)c(Br)c1	i	i	-1	i	1	i	i	i	-12	i	i
Cc1ccc(NC(=O)c2cccc(S(=O)(=O)N3CCCC3)c2)nc1	i	i	-11	i	3	i	i	i	-7	i	i
O=C(CSc1nnc(C2CC2)n1CC1CCCO1)Nc1cccc(Cl)c1 (stereo not drawn)	i	i	3	i	-11	i	i	i	-5	i	i
COc1ccc(CC(=O)NCC2CCCN(Cc3ccc(OC(F)(F)F)cc3)C2)cc1 (stereo not drawn)	i	i	1	i	7	i	i	i	1	i	i
Cn1cnnc1SCC(=O)c1ccco1	i	i	1	i	0	i	i	i	-2	i	i
CCOC(=O)c1c(C)[nH]c(C(=O)NCc2ccco2)c1C	i	i	5	·	·	i	·	i	-3	i	i
Cc1cc(C(=O)Nc2cc(C)n(Cc3ccc(Cl)cc3)n2)no1	i	i	-4	i	-3	i	i	i	-6	i	i
CCOc1cc2[nH]c(=S)n(C(C)C)c(=O)c2cc1OCC	i	i	7	i	·	i	i	i	-18	i	i
COc1cccc(/C=N/NC(=O)C(=O)N2CCCC2)c1OC	i	i	-1	i	-5	i	i	i	2	i	i
Cc1ccc2nsnc2c1S(=O)(=O)Nc1ccccc1C(=O)O	i	i	2	i	1	i	i	i	0	i	i
COCCN1C(=O)c2ccccc2C(C(=O)NCC2CCCO2)C1c1c[nH]c2ccccc12 (stereo not drawn)	i	i	-9	i	3	i	i	i	-8	i	i
O=S(=O)(c1cc(Cl)ccc1Br)N1CCOCC1	i	i	-5	i	13	i	i	i	-5	i	i
COCCCC1CCN(Cc2nc(Cc3ccccc3Cl)no2)CC1	i	i	-4	i	-3	i	i	i	-5	i	i
CCC/C=N/Nc1nc2ccccc2s1	i	i	4	i	0	i	i	i	-3	i	i
COc1ccc(-c2nnn(CC(=O)c3c[nH]c4ccccc34)n2)cc1OC	i	i	-4	i	2	i	i	i	-1	i	i
CN(C)N1C(=O)CC(C)(c2ccc([N+](=O)[O-])cc2)C1=O (stereo not drawn)	i	i	-8	i	4	i	i	i	-3	i	i
N#Cc1ccc(N2Cc3ccccc3C2=NC(=O)c2cccs2)cc1	i	i	2	i	6	i	i	i	-10	i	i
Cc1ccc(-c2nnc(Sc3nc4ccccc4o3)c3ccccc23)cc1	i	i	-5	i	-3	i	i	i	-9	i	i
COc1ccc(-c2cc(-c3ccc(C)cc3)n[nH]2)c(O)c1	i	i	-7	i	9	i	i	i	-9	i	i
CC1CCCC(NC(=O)Cn2cc3c(n2)CCCCC3)C1C (stereo not drawn)	i	i	-7	i	5	i	i	i	-7	i	i
Cc1cc(C)c(S(=O)(=O)N2CCCOC2CNC(=O)C(=O)NCCc2c[nH]c3ccccc23)c(C)c1 (stereo not drawn)	i	i	3	i	2	i	i	i	-7	i	i
COc1ccc(-c2nc(N)n(C(=O)c3ccco3)n2)cc1	i	i	9	i	0	i	i	i	-12	i	i
CSCc1ccc(C(=O)N2CCC(N3CCC(C(=O)NC(C)C)CC3)CC2)o1	i	i	-2	i	-1	i	i	i	-12	i	i
CN1CCN(NC(=O)/C=C/c2ccc(Br)cc2)CC1	i	i	·	i	0	i	i	i	-11	i	i
c1ccc2cc(OCCOCCOc3ccc4ccccc4c3)ccc2c1	i	i	·	i	13	i	i	i	-12	i	i
CC(=O)Nc1ccc(S(=O)(=O)N2CCN(CCCOc3cc(C)ccc3C)CC2)cc1	i	32*	1	i	1	i	i	i	-15	i	i
CC(C)(C)c1ccc(C(=O)Nc2cccc3ncccc23)cc1	i	i	3	i	3	i	i	i	-13	i	i
Cc1ccc([N+](=O)[O-])cc1N=C(c1cccc([N+](=O)[O-])c1)N1CCOCC1	i	i	10	i	-3	i	i	i	-8	i	i
Cc1nnc(SCC(=O)NC2CCCC2)n1C(C)C	i	i	-9	i	-3	i	i	i	-11	i	i
C=CCn1c(SCC(=O)NC)nc2sc3c(c2c1=O)CCC3	i	i	0	i	3	i	i	i	-10	i	i
COc1cc(OC)cc(C(=O)N2CCN(Cc3ccccc3[N+](=O)[O-])CC2)c1	i	i	0	i	-2	i	i	i	-9	i	i
CC/C(=N\O)c1ccc(O)c(OC)c1	i	i	-4	i	1	i	i	i	-1	i	i
COc1cc2c(cc1OC)CN(C(=O)c1cccs1)CC2	i	i	-1	i	-2	i	i	i	-8	i	i
Cc1oc(-c2cccc(Cl)c2)nc1CS(=O)(=O)CC(=O)NCCN1CCCC1	i	i	5	i	4	i	i	i	-12	i	i
CCOc1ccccc1CN1CCN(C2CCN(c3ccccc3F)CC2)CC1CCO (stereo not drawn)	i	i	1	i	-4	i	i	i	-7	i	i
COC(=O)c1ccc(C(=O)NC2CCSc3ccccc32)cc1 (stereo not drawn)	i	i	3	i	0	i	i	i	-12	i	i
CCC(C)NC(=O)C1=CCN(S(=O)(=O)c2ccc(C)cc2)CC1 (stereo not drawn)	i	i	?	i	-2	i	i	i	-17	i	i
COc1ccc(CCNC(=O)CCC(=O)N2CCOc3ccc(Cl)cc32)cc1OC	i	i	2	i	7	i	i	i	-9	i	i
CCCn1c(N)c(N(CCOC)C(=O)c2cccc(Cl)c2)c(=O)[nH]c1=O	i	i	0	i	-9	i	i	i	-2	i	i
OCCCCNc1cccc2ccccc12	i	i	-3	i	0	i	i	i	-6	i	i
Cc1cc(C)nc(Nc2n[nH]c(-c3ccc(C(C)(C)C)cc3)n2)n1	i	i	6	i	-2	i	i	i	-6	i	i
COc1ccc(N(CC(=O)N/N=C/c2cccnc2)S(=O)(=O)c2ccc(C)cc2)cc1OC	i	i	8	i	-2	i	i	i	-10	i	i
Cc1cc2c(C)nc(-c3ccccc3)nc2o1	i	i	-1	i	-5	i	i	i	-9	i	i
Cc1ccc(-c2cn(CCN)c(-c3ccncc3)n2)cc1	·	·	-4	i	-2	·	i	·	·	·	i
Cc1ccc(CN2CCSCC2)cc1	i	i	-5	i	6	i	i	i	-4	i	i
NNC(=O)Cn1c(SCc2ccccc2)nc2ccccc21	i	i	1	i	3	i	i	i	-5	i	i
Cc1noc(/C=C/c2ccco2)c1S(=O)(=O)N1CCC(C(=O)NCc2ccco2)CC1	i	i	19	i	4	i	i	i	-5	i	i
CC(=O)NCCC(=O)Nc1ccc(C(N)=O)cc1	i	i	-6	i	·	i	i	i	-19	i	i
COc1ccc(Nc2ccc([N+](=O)[O-])cc2[N+](=O)[O-])cc1	i	i	4	i	2	i	i	i	-13	i	i
COc1ccc(NC(=O)CSc2nnc(Cc3ccc(C)cc3)c(=O)n2N)cc1OC	i	i	-11	i	-2	i	i	i	-7	i	i
CCOC(=O)Cn1c(=O)c2c(nc3n2CCCCN3c2ccc(C)cc2)n(C)c1=O	i	i	-7	i	-1	i	i	i	-3	i	i
CC(=O)Nc1ccc([C@H]2[C@H](C)CC[C@H]3C(=O)N4[C@@H](CC[C@@H](C)[C@@H]4c4ccc(NC(C)=O)cc4)C(=O)N32)cc1	i	i	-3	·	·	i	·	i	-7	i	i
CCCCn1c(CCNC(=O)CC)nc2ccccc21	i	i	·	i	-2	i	i	i	-12	i	i

A draw from above in order of molecular weight, ascending:
SMILES	KCNQ1 inh	TRPC4 potent	HDAC3 inh	KCNK3 inh	DYRK1A inh	TRPC4 agonist	ANO1 activ	KCNK9 block	hERG protect	KCNQ1 act	TMEM16A inh
CC(=O)NCCC(=O)Nc1ccc(C(N)=O)cc1	i	i	-6	i	·	i	i	i	-19	i	i
COc1ccc(NC(=O)CSc2nnc(Cc3ccc(C)cc3)c(=O)n2N)cc1OC	i	i	-11	i	-2	i	i	i	-7	i	i
COc1ccc(N(CC(=O)N/N=C/c2cccnc2)S(=O)(=O)c2ccc(C)cc2)cc1OC	i	i	8	i	-2	i	i	i	-10	i	i
